# Source: PubChem
# H9c2 TAG inh – inhibitors of triacylglycerol accumulation, primary screen, cell-based, uHTS, fluorescence, H9c2; H9c2 cells, Nile Red lipid (TAG) fluorescence; cells loaded with 200 µM oleic acid; inhibition, % at 12.5 µM; 230,000 tested, 0.66% active; AID 651582, 2012;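 active = pattern-corrected inhibition of lipid staining of at least 50% with the nuclear-stain viability signal not falling by more than 50%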;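 note: 0% = DMSO wells and 100% = triacsin C control wells; some results filed as inactive read as strong as hits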
# H9c2 TAG inh DAPI viability – also measured in H9c2 TAG inh; calls as there; DAPI nuclei signal change (viability), lower = more cytotoxic, %;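 whole-well DAPI fluorescence read on a plate reader as a viability signal; minus 50 percent equals half of cells still viable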
# * = called active by the depositor; i = inactive. These rows are one share of the data; the hit share may differ from the screen's.
structure | H9c2 TAG inh | H9c2 TAG inh DAPI viability
O=C(N/N=C/c1cccc([N+](=O)[O-])c1)c1nc2ccccc2c(=O)[nH]1 | -9 | 15
CC1CC(C)CN(C(=O)Nc2ccccc2F)C1 (stereo not given) | 4 | 0
O=C(COC(=O)C1CCC1)Nc1cccc(S(=O)(=O)N2CCOCC2)c1 | -2 | -6
Cc1ccn(CC(=O)N2CCCC(C(=O)c3cccc4ccccc34)C2)n1 (stereo not given) | 1 | -8
O=C(N/N=C/c1ccc(O)c(O)c1)c1cccc(S(=O)(=O)N2CCCC2)c1 | 0 | 2
CCOc1ccccc1NC(=O)c1ccc2c(c1)C(=O)N(CC1CCCO1)C2=O (stereo not given) | 1 | -3
CC(C)Oc1ccc(C(CC(=O)O)NC(=O)C2CCCCC2)cc1 (stereo not given) | 6 | 4
CCn1c(=O)c(C(=O)CN(C)CC(=O)Nc2cccc(F)c2)c(N)n(Cc2ccccc2)c1=O | 5 | 5
CC(=O)Nc1ccc(NC(=S)NC(=O)c2ccc(-c3ccccc3)cc2)cc1 | 1 | 3
Cc1ccc(C(=O)N2CCN(c3ccc(N4CCOCC4)nn3)CC2)cc1 | 7 | 4
COCc1cc(C)nc(SCc2ccccc2)c1C#N | -39 | 10
CC1CCN(C(=O)c2ccccc2NS(=O)(=O)c2ccccc2)CC1 | -17 | 4
Cn1c(SCC(=O)Nc2sc3c(c2C#N)CCC3)nnc1C1COc2ccccc2O1 (stereo not given) | 3 | -13
Cc1ccc(NC(=O)CCNC(=O)N2CC(=O)Nc3ccccc32)cc1Cl | 3 | 6
N#C/C(=C\C1=C(N2CCOCC2)C(=C/c2cccc([N+](=O)[O-])c2)/CC1)C(=O)Nc1ccccc1F | -70 | -5
Cc1nn(-c2ccccc2)c2[nH]c(=O)c(CNc3ccc4c(c3)OCCO4)cc12 | 7 | -2
COc1cccc(N2CC(=O)N(NC(=O)c3sc4nc(C)cc(C)c4c3N)CC2=O)c1 | -1 | 10
Cc1cc(C)n(-c2cccc(F)n2)n1 | -6 | -9
CN(C)c1ccc(C(CN)c2c[nH]c3ccccc23)cc1 (stereo not given) | 20 | 15
CCCOc1ccc(F)cc1-c1cc(C(=O)Nc2cc(OC)ccc2OC)[nH]n1 | 10 | 69
Cn1c(CCN2CCN(c3ccccc3)CC2)nc2cc(NC(=O)c3ccco3)ccc21 | 15 | -5
CCN(CC)S(=O)(=O)c1cc(Br)ccc1OC | -11 | -4
CC(=O)c1ccc(C(C)(C)c2ccc(C(C)=O)s2)s1 | -6 | 8
CCOC(=O)c1cc(-c2ccccc2)sc1NC(=O)COC(=O)c1ccc(Cl)c(S(N)(=O)=O)c1 | 30 | -7
CN(Cc1nc(-c2ccc(Cl)cc2)no1)C(=O)c1ccc2c(c1)OCO2 | 6 | -3
O=C(COc1ccc(Br)cc1)NCCNC(=O)c1ccccn1 | 2 | 0
C[C@@]12CCC[C@H](O1)[C@@H]([C@H](O)c1ccccc1)O2 | 0 | 3
CCCc1cc2c(cc1NC(=O)c1ccco1)OCO2 | -16 | 4
COc1ccc(S(=O)(=O)N(C)C[C@H]2Oc3ccc(NC(=O)Nc4c(C)noc4C)cc3C(=O)N([C@H](C)CO)C[C@@H]2C)cc1 | 10 | 2
CCCN=CC1=C(O)CC(c2ccccc2)CC1=O (stereo not given) | 0 | 2

# 3 compounds drawn at random from the list so far, as already listed:
structure | H9c2 TAG inh | H9c2 TAG inh DAPI viability
N#C/C(=C\C1=C(N2CCOCC2)C(=C/c2cccc([N+](=O)[O-])c2)/CC1)C(=O)Nc1ccccc1F | -70 | -5
Cc1ccn(CC(=O)N2CCCC(C(=O)c3cccc4ccccc34)C2)n1 (stereo not given) | 1 | -8
Cn1c(SCC(=O)Nc2sc3c(c2C#N)CCC3)nnc1C1COc2ccccc2O1 (stereo not given) | 3 | -13

# Continuation.
structure | H9c2 TAG inh | H9c2 TAG inh DAPI viability
CN(C(=O)COC(=O)c1ccc(CN2CCCC2=O)cc1)c1ccccc1 | -2 | -3
O=C(CSc1nccc(=O)[nH]1)NCc1ccco1 | 10 | -11
CC(=O)NC1C(=O)N=C(SCC(=O)Nc2cccc(Cl)c2)NC1=O (stereo not given) | 4 | -10
CN1C(=O)C(O)(CC(=O)c2ccccn2)c2cc(Br)ccc21 (stereo not given) | 53* | -19*
CCc1c(C)c(C#N)c2[nH]c3ccccc3n2c1=S | 5 | -6
CCC(C)NC(=O)c1ccc(Cl)c(S(=O)(=O)Nc2ccccc2N2CCOCC2)c1 (stereo not given) | 15 | -2
Cc1cccc(N(C)C(=S)Oc2ccc3ccccc3c2)c1 | -14 | -7
C=CCn1c(SCC(=O)NCC2CCCO2)nc2sc(CC)cc2c1=O (stereo not given) | -25 | 1
COc1ccc(/C=N/Nc2nccnc2Cl)c(OC)c1 | 2 | -4
Cc1ccc2c(Cl)cc(Cl)c(OCC(=O)NCCc3ccccn3)c2n1 | 2 | -9
CCCNC(=O)NC(=O)CSc1nnc(C)n1N | 8 | 2
COc1cccc(-c2cc3nc(Nc4ccc(OC)c(OC)c4)n(C)c(=O)c3s2)c1 | 14 | 9
COc1cc2cc(/C=C/C(=O)c3ccco3)c(Cl)nc2cc1OC | -3 | 11
c1ccc2c(C[C@@H]3CNCCN3CCCCC3CCCCC3)cccc2c1 | 19 | -4
Cc1ccc(NC(=O)CSc2nnc(CSc3nc(C)cc(C)n3)n2Cc2ccco2)c(C)c1 | 21 | -3
COc1ccccc1OCC(=O)/C=C1/N(C)c2ccccc2C1(C)C | -31 | 17
CC(=O)OCc1c(C(F)(F)F)nn(C)c1SCc1ccc(Cl)cc1 | 4 | -10
COC(=O)c1ccc(CNC(=O)COC(=O)CCC(=O)c2ccc(F)cc2)cc1 | 4 | 6
Cc1ccc(S(=O)(=O)NCCNS(=O)(=O)c2ccccc2Br)cc1 | -5 | 3
O=C(COc1ccc([N+](=O)[O-])cc1Cl)Nn1cnnc1 | 3 | -4
COC(=O)c1sccc1NC(=O)C1C2C=CC(C2)C1C(=O)O (stereo not given) | 6 | -11
CCCCCCN1C[C@@H](n2cc(-c3ccc(F)cc3)nn2)[C@H](O)C[C@@H]1c1ccc(Cl)cc1 | 46 | -8
NC(=O)c1nsc(C(=O)N(c2ccc(Cl)cc2)C(C(=O)NCC2CCCO2)c2cccs2)c1N (stereo not given) | -6 | -6
O=C(COC(=O)Cc1cccs1)Nc1ccc(F)c(F)c1F | -10 | 1
Clc1ccc(N=c2ssnc2Cl)cc1 | 11 | 5
COc1cccc(C(=O)c2c[nH]c(C(=O)NCCCN(C)C)c2)c1 | 10 | 1
O=C(NCCS(=O)(=O)N1CCN(c2ccccc2)CC1)C1CCCCC1 | -12 | 9
O=C(O)CNC(=O)/C(=C\c1ccco1)NC(=O)c1ccco1 | 3 | -2
Fc1ccccc1NC(=S)NCCc1cccc(Cl)c1 | -6 | 14
COc1ccc(C(=O)NNC(=O)Cc2nc3ccccc3n2C)cc1 | 5 | -3
Cc1ccc(/C=N\NC(=O)COc2ccc(C)cc2[N+](=O)[O-])cc1 | 6 | 2
COc1ccc(CCN(CC(=O)NC2CCCC2)C(=O)CCC(=O)Nc2cc(C)on2)cc1OC | 15 | -10
COc1ccc(-c2nnc3sc(CN4C(=O)c5ccccc5C4=O)nn23)cc1 | -12 | 10
CSc1cccc(NC(=O)CNS(=O)(=O)c2ccccc2)c1 | 7 | 7
N=c1n(CCN2CCOCC2)c2ccccc2n1CC(O)COc1ccccc1 (stereo not given) | 24 | -6
COc1ccc(S(=O)(=O)N2C(=O)/C(=C3\SC(N)=NC3=O)c3ccccc32)cc1 | 5 | 1
Cc1cc(C(=O)NCC(=O)OCC(=O)NCC2CCCO2)ccc1[N+](=O)[O-] (stereo not given) | 4 | 2
CSc1ccccc1NC(=O)c1cc(-c2cccnc2)nc2ccc(Br)cc12 | 81 | -51
Cc1cc2cc(CNC(=O)Nc3ccccc3)ccc2[nH]1 | -2 | 7
CC(=O)Nc1ccc(N2C(=O)CCC2=O)cc1C | -8 | -5
O=C(C1=C[C@@H](c2csc3ccccc23)C[C@@H](OCc2ccc(CO)cc2)O1)N1CCN(Cc2ccc3c(c2)OCO3)CC1 | -6 | 12
CC1(C)CC(=O)C=C(N2CCOCC2)C1 | -1 | 8
CSCCC1NC(=O)C(C(C)=Nc2ccccc2)=C1O (stereo not given) | 0 | -3
COc1ccc(CN2CCC(CNC(=O)NC3CCCCC3)CC2)cc1 | -6 | -2
Nc1cc([N+](=O)[O-])ccc1OCc1ccccc1 | -24 | -1
Cc1cc2cc3c(cc2nc1SCC(=O)O)CCC3 | -1 | 8
CC(=O)C1=C(O)C(=O)N(C)C1c1ccccc1[N+](=O)[O-] (stereo not given) | 1 | -1
O=C(C[n+]1ccc(C(=O)c2ccccc2)cc1)Nc1ccc(C(F)(F)F)cc1 | 15 | 6
O=C(C[N+]1(CC#Cc2ccccc2)CCOCC1)c1ccccc1 | 1 | 4
O=C(NCc1nnnn1-c1ccc(Cl)cc1)c1ccc2c(c1)OCO2 | -6 | 1
COc1cc(CNn2cn[nH]c2=S)ccc1OCC(=O)NC(C)(C)C | -10 | 4
COCCSc1nnc(NC(=O)c2ccc(NC(C)=O)cc2)s1 | -6 | 1
COC(=O)CNC(=O)/C=C/c1cc(Br)ccc1OC | 12 | -6
COc1ccc(OCCCC(=O)NNC(=O)CCN2CCN(c3ccccc3)CC2)cc1 | 11 | 6
O=C(NC(=S)Nc1ccc2[nH]c(=O)[nH]c2c1)c1ccccc1Cl | 7 | 4
NS(=O)(=O)c1cccc(NC(=O)COC(=O)CNC(=O)c2ccc(-c3ccccc3)cc2)c1 | -6 | -5
C/C(=N\N1C(=O)CSC1=S)c1ccc(Br)cc1 | -16 | i
CCOC(=O)N1CCN(CCC(=O)Nc2ccc(C)cc2)CC1 | -12 | -4
O=C(CN(Cc1ccccc1)C(=O)c1ccc2c(c1)OCCO2)NCc1ccc2c(c1)OCO2 | 5 | 3
CCN(c1ccccc1)S(=O)(=O)c1ccc(C(=O)Nc2ccc(C)cn2)cc1 | 6 | -4

# Record cards, from the list above. Order of values: H9c2 TAG inh	H9c2 TAG inh DAPI viability
# CC1(C)CC(=O)C=C(N2CCOCC2)C1 as listed: -1	8
# CCN(c1ccccc1)S(=O)(=O)c1ccc(C(=O)Nc2ccc(C)cn2)cc1 as listed: 6	-4
# COc1ccc(OCCCC(=O)NNC(=O)CCN2CCN(c3ccccc3)CC2)cc1 as listed: 11	6

# The list continues:
structure | H9c2 TAG inh | H9c2 TAG inh DAPI viability
COc1ccc(C(C)(C)C)cc1NC(=O)CCn1[nH]c(=O)ccc1=O | 5 | 1
O=C(O)/C=C/c1ccc(S(=O)(=O)Nc2ccc(OCc3ccccc3)cc2)cc1 | -5 | -6
CCOC(=O)N1CCC(NC(=O)CCC(=O)N2CC(C)Oc3ccccc32)CC1 (stereo not given) | -9 | 1
CC1CCCN(C(=O)C(=O)c2cn(CC(=O)N3CCCCCC3)c3ccccc23)C1 (stereo not given) | 16 | 1
CN(C)CCCN1c2ccccc2Sc2ccc3ccccc3c21 | 50* | -10*
CC(C[N+](C)(C)C)OC(N)=O (stereo not given) | 1 | -4
COCc1nnc(NS(=O)(=O)c2ccccc2)s1 | 6 | -10
O=C(Nc1cccc(-c2cnc3ccccc3n2)c1)c1ccco1 | -11 | 1
NS(=O)(=O)c1ccc(CNC(=O)c2ccc(C(=O)c3ccccc3)cc2)cc1 | 6 | 13
Cc1ccccc1OCC(=O)OCC(=O)NC1CC1 | 12 | 1
O=C(NC(=S)Nc1cc([N+](=O)[O-])ccc1O)c1ccc2c(c1)OCO2 | 27 | -7
Cc1ccc(N(CN2CCCC2=O)C(=O)c2ccccc2)cc1 | 7 | 2
CC1CCCC(NC(=O)CCCn2c(=O)[nH]c3cc(Cl)ccc3c2=O)C1C (stereo not given) | 0 | -3
CN1CCCC1CCNc1ccc2sc3ccccc3c(=O)c2c1 (stereo not given) | -62 | -2
CCOC(=O)c1c(C)[nH]c(C(=O)COc2ccc3ccc(=O)oc3c2)c1C | -2 | -4
COc1ccc(CNC(=O)CCC(=O)Nc2nnc(C(C)C)s2)cc1 | 7 | 0
Cn1c(=O)oc2cc(S(=O)(=O)N3CCC(C(=O)NCCc4ccccc4)CC3)ccc21 | -2 | 10
O=C(c1ccccc1CCc1ccccc1)N1CCN(c2ccccn2)CC1 | -13 | -4
Cc1ccc2[nH]c3c(=O)n4c(nc3c2c1)SCC4 | 19 | -7
NC(=O)c1ccc(NCCCN2CCOCC2)c([N+](=O)[O-])c1 | -11 | 7
COCCCn1c(CCC(=O)O)ccc1-c1cccs1 | 3 | 16
Cc1c(NC(=O)c2ccc(S(=O)(=O)Nc3ccccc3F)cc2)c(=O)n(-c2ccccc2)n1C | 7 | 2
C=C(C)COc1ccc(-c2[nH]ncc2Oc2ccccc2OCC)c(O)c1 | -7 | -4
O=C(Nc1ccccc1)C1CCCN(S(=O)(=O)c2ccc(-n3cnnn3)cc2)C1 (stereo not given) | 2 | 5
c1cc(CN2CCN(C3CCCCCC3)CC2)ccn1 | -13 | 16
O=C(NC1CCCCC1)N(c1ccccc1)c1nnc(-c2cccc([N+](=O)[O-])c2)s1 | 6 | -9
O=C(O)COCC(=O)NCc1csc2ccccc12 | 16 | -10

# Three entries already listed, ordered by number of heavy atoms, smallest number first:
structure | H9c2 TAG inh | H9c2 TAG inh DAPI viability
NC(=O)c1ccc(NCCCN2CCOCC2)c([N+](=O)[O-])c1 | -11 | 7
O=C(NC(=S)Nc1cc([N+](=O)[O-])ccc1O)c1ccc2c(c1)OCO2 | 27 | -7
O=C(O)/C=C/c1ccc(S(=O)(=O)Nc2ccc(OCc3ccccc3)cc2)cc1 | -5 | -6

# Structural class: the entries above containing a cyano group
structure | H9c2 TAG inh | H9c2 TAG inh DAPI viability
COCc1cc(C)nc(SCc2ccccc2)c1C#N | -39 | 10
Cn1c(SCC(=O)Nc2sc3c(c2C#N)CCC3)nnc1C1COc2ccccc2O1 (stereo not given) | 3 | -13
N#C/C(=C\C1=C(N2CCOCC2)C(=C/c2cccc([N+](=O)[O-])c2)/CC1)C(=O)Nc1ccccc1F | -70 | -5
CCc1c(C)c(C#N)c2[nH]c3ccccc3n2c1=S | 5 | -6
